GAA inhib: alpha-glucosidase (human) inhibition. purified human GAA, 4-MU-alpha-glucoside fluorescence. 200,000 compounds, 0.005% hits. AID 1466. Potency, µM (top dose mostly 76.9 µM), for inactives: at the highest dose activity change, negative = inhibition, hits mostly inhibitors. P10253;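 further: plate controls were uninhibited enzyme wells for no effect and no-enzyme background for full effect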
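Human enzyme at 4 nM with 400 uM 4-methylumbelliferyl-alpha-D-pyranoside, citrate/phosphate buffer pH 5.0, 0.005% Tween-20, 20 min at room temperature. Compounds up to 77 uM. 4-MU fluorescence (Ex 365/Em 440) read after NaOH/glycine stop; AC50 from Hill fit.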
NPSR antagonist: antagonists of human neuropeptide S receptor cAMP signaling; Q6W5P4; CHO-NPSR cells, cAMP TR-FRET, antagonist mode; Potency, µM (highest dose often 38.3 µM), for inactives: at the highest dose activity change, negative = inhibition, usual class: inhibitors; 220,000 compounds, 1% hits; AID 1461; further: on the % scale 0 is the no-effect control and ±100 the full control effect; nearly all actives have a fitted effect of over 50% in size; many of its hits are not listed in these tables
Target sequence (Q6W5P4 whole entry, looked up): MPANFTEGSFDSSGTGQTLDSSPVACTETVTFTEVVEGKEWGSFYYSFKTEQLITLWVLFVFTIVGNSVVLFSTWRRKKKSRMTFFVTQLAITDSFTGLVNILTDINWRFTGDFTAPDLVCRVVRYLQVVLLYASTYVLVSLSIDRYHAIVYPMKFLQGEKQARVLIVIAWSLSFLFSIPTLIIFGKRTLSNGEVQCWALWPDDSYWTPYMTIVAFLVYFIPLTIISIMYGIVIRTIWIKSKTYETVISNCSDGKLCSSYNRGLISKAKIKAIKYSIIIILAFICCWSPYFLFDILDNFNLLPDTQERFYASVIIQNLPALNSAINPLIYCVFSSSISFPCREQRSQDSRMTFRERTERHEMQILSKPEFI
aGlu spleen mod: lysosomal alpha-glucosidase (human) modulation. 240,000 compounds, 0.006% hits. Potency, µM (top dose mostly 79.9 µM), inactives show at the top dose activity change, negative = inhibition, usual class: inhibitors. human spleen homogenate, 4-MU-alpha-glucoside fluorescence. P10253;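 further: 0% = enzyme with vehicle and -100% = no enzyme basal signal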
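Compounds were titrated against alpha-glucosidase in spleen homogenate at pH 5.0, with 1 mM 4-methylumbelliferyl substrate for 40 min at 37 C. Reactions were quenched with pH 10 NaOH/glycine and fluorescence measured.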
Epigenetic reg: epigenetic control regulation, reporter derepression; murine LDR cells, GFP reporter derepression, 30 h; Potency, µM (titrated, usually from 53.9 µM), inactives show at the top dose GFP activation, hits mostly activators; 280,000 compounds, 0.2% hits; further: % of control where 0% means no effect; nearly all actives have a fitted effect of over 60% in size
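Murine LDR cells carrying a silenced, genomically integrated CMV-driven GFP reporter were exposed to compound for 30 hours at 37 C. After PBS washes, GFP-positive cells (20–120 um objects) were counted by laser-scanning microplate cytometry.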
Tau fluor cs: counter-screen for tau fibril formation inhibitors | tau K18 P301L (four-repeat tau fragment) Alexa594 fluorescence, heparin fibrillization | Potency, µM (series often up to 57.7 µM), inactives show at the highest dose activity change, negative = decrease | 280,000 compounds, 0.93% hits | AID 1463; further: on the % scale 0 is the no-effect control and ±100 the full control effect; nearly all actives have a fitted effect of over 55% in size
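Human K18 P301L tau (15 uM unlabeled plus 0.24 uM Alexa 594-labeled, final) in 100 mM sodium acetate pH 7 was mixed with compound and 20 uM heparin and incubated 6 hr at 37 C.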
GLA spleen mod: inhibits or activates alpha-galactosidase in human spleen homogenate. Potency, µM (series often up to 80 µM), for the others: top-dose activity change, negative = inhibition, most hits filed as inhibitors. P06280. AID 2107. human spleen homogenate, 4MU-alpha-Gal fluorescence, 40 min. 240,000 compounds, 0.008% hits;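 further: 0% = enzyme with vehicle and -100% = no enzyme basal signal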
Target sequence (P06280 32-429 limits assumed): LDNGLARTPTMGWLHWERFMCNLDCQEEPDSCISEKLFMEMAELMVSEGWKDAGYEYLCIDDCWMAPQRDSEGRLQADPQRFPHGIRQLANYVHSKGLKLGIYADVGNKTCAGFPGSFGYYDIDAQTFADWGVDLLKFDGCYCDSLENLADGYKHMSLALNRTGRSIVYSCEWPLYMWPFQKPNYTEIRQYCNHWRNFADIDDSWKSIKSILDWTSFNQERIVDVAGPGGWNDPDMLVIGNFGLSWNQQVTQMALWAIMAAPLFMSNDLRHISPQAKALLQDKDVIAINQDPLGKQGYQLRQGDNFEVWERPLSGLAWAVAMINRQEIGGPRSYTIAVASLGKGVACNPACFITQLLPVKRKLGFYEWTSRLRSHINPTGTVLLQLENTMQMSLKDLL
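qHTS titration in buffer at pH 5.0. Alpha-galactosidase activity in spleen homogenate was measured via 4-methylumbelliferone release from 1 mM fluorogenic substrate after 40 min at 37C and a pH 10 stop. AC50 came from Hill fits of control-normalized data.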
GAA glycogen mod: GAA glycogen-cleavage inhibition or activation; recombinant GAA, glycogen substrate, Amplex Red glucose oxidase fluorescence; Potency, µM (series often up to 76.4 µM), inactives show top-dose activity change, negative = inhibition, actives largely listed as inhibitors; 300,000 compounds, 0.38% hits;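 further: 0% = full enzyme reaction and -100% = no-enzyme basal signal; the screen sought inhibitors and activators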
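Recombinant enzyme (4 nM final) with compounds titrated up to 77 uM and bovine liver glycogen (30 ug) in citrate pH 5.0, 0.01% Tween-20, 37 C 40 min. Released glucose detected by Amplex Red/glucose oxidase (Ex 573/Em 610); AC50 from Hill fits.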
ALDH1A1 block: ALDH1A1 (human) enzyme inhibition. 220,000 compounds, 7.3% hits. Potency, µM (top dose mostly 75.3 µM), without a hit: at the top dose activity, negative = inhibition, hits mostly inhibitors. Purified ALDH1A1, NADH fluorescence, propionaldehyde substrate. AID 1030. P00352; active means well fitted inhibition curve with a large enough effect, not every such curve was filed as active; inconclusive means small, poorly fitted or top-dose-only effect, or another doubt; inactive means no such curve, though single readings can be large or run the other way;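 further: plate controls were no enzyme wells and a reference inhibitor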
* marks the source's active call; other numbers are inactive results; [ ] = another dose, or the depositor's remark. Unless noted, the call rests on the fitted dose curve; in most records, active means well fitted curve in the direction sought with a large enough effect; inconclusive means small, poorly fitted or top-dose-only effect, or another doubt; inactive means no such curve, though single readings can be large; an effect the other way counts as inactive or inconclusive. Potency means the concentration at half of the fitted maximal effect. This is a subset. The share of hits here may be higher or lower than overall.

What do the screens show for `COc1cc(C(=O)Nc2nnc(C(C)(C)C)s2)c([N+](=O)[O-])cc1OC`?
GAA inhib: 0%; NPSR antagonist: 12%; aGlu spleen mod: -15%; Epigenetic reg: -3.8%; Tau fluor cs: -5%; GLA spleen mod: 6%; GAA glycogen mod: 2%; ALDH1A1 block: inconclusive

Results for COc1ccc(-c2nnc(SCC(=O)Nc3cc(C)on3)o2)cc1 ?
GAA inhib: -3%; NPSR antagonist: -5%; aGlu spleen mod: -17%; Epigenetic reg: 14%; Tau fluor cs: -8%; GLA spleen mod: -1%; GAA glycogen mod: 5%; ALDH1A1 block: -1%

What do the screens show for `Nc1ccc(NC(=O)NC2CCCCC2)cc1`?
GAA inhib: 9%; NPSR antagonist: -9%; aGlu spleen mod: 0%; Epigenetic reg: 3.2%; Tau fluor cs: -20%; GLA spleen mod: -3%; GAA glycogen mod: 18µM*; ALDH1A1 block: 3%

What do the screens show for `Cc1ccc(C(=O)NC(=C(Cl)Cl)S(=O)(=O)c2ccc(Cl)cc2)cc1`?
GAA inhib: 4%; NPSR antagonist: -38%; aGlu spleen mod: 4%; Epigenetic reg: 4.6%; Tau fluor cs: -20%; GLA spleen mod: 11%; GAA glycogen mod: -10%; ALDH1A1 block: -20%

What do the screens show for `CCCn1c(SCC(=O)Nc2ccc(C(=O)Nc3ccccc3OC)cc2)n[nH]c1=O`?
GAA inhib: inconclusive; NPSR antagonist: -3%; aGlu spleen mod: -1%; Epigenetic reg: 4.2%; Tau fluor cs: -12%; GLA spleen mod: -5%; GAA glycogen mod: -3%; ALDH1A1 block: 2%

Results for CCOc1cc(CNCCO)cc(Br)c1OCc1ccccc1 ?
GAA inhib: 0%; NPSR antagonist: -4%; aGlu spleen mod: -7%; Epigenetic reg: -1.2%; Tau fluor cs: -6%; GLA spleen mod: -7%; GAA glycogen mod: -7%; ALDH1A1 block: 1%

Results for Cc1cccc(CSc2nnc(-c3ccco3)n2C)c1 ?
GAA inhib: -5%; NPSR antagonist: -4%[46.1 µM]; aGlu spleen mod: 0%; Epigenetic reg: -1.7%; Tau fluor cs: -2%; GLA spleen mod: 1%; GAA glycogen mod: 0%; ALDH1A1 block: inconclusive

Results for CCCCNc1c(C(=O)OCC)c(=O)[nH]c2ccccc12 ?
GAA inhib: -4%; NPSR antagonist: -11%[46.1 µM]; aGlu spleen mod: -6%; Epigenetic reg: 7.6%; Tau fluor cs: 3%; GLA spleen mod: -2%; GAA glycogen mod: 3%; ALDH1A1 block: -2%

Results for CC(C)C(NC(=O)c1ccc(F)cc1)C(=O)Nc1cccnc1 (stereo unspecified) ?
GAA inhib: -1%; NPSR antagonist: 1%; aGlu spleen mod: 6%; Epigenetic reg: -3.8%; Tau fluor cs: -1%; GLA spleen mod: -1%; GAA glycogen mod: -9%; ALDH1A1 block: 8%

What do the screens show for `CCCn1c(=O)c(C(=O)NCc2ccco2)c(O)c2ccccc21`?
GAA inhib: -1%; NPSR antagonist: 2%; aGlu spleen mod: 6%; Epigenetic reg: -0.1%; Tau fluor cs: -9%; GLA spleen mod: 5%; GAA glycogen mod: 2%; ALDH1A1 block: -1%

How did COc1ccc(N2CCN(C(=O)CCN3C(=S)NC(C)(C)CC3C)CC2)cc1 (stereo unspecified) do in these assays?
GAA inhib: 8%; NPSR antagonist: -4%; aGlu spleen mod: 0%; Epigenetic reg: -0.1%; Tau fluor cs: -6%; GLA spleen mod: 0%; GAA glycogen mod: -8%; ALDH1A1 block: -5%

What do the screens show for `CN(Cc1ccccc1)C(=O)CCC(=O)N(C)Cc1ccccc1`?
GAA inhib: 5%; NPSR antagonist: -1%[46.1 µM]; aGlu spleen mod: -1%; Epigenetic reg: 0.0%; Tau fluor cs: -2%; GLA spleen mod: 1%; GAA glycogen mod: 2%; ALDH1A1 block: -3%

What do the screens show for `COc1ccc(N2CCN(c3oc(Cc4cccc5ccccc45)nc3C#N)CC2)cc1`?
GAA inhib: -9%; NPSR antagonist: -16%[46.1 µM]; aGlu spleen mod: -2%; Epigenetic reg: -0.9%; Tau fluor cs: -22%; GLA spleen mod: 8%; GAA glycogen mod: 6%; ALDH1A1 block: -21%

What do the screens show for `CCc1ccc(C2=NN(CCC(=O)NC(C)c3ccc4c(c3)OCCO4)C(=O)CC2)cc1` (stereo unspecified)?
GAA inhib: 6%; NPSR antagonist: -9%; aGlu spleen mod: -5%; Epigenetic reg: -0.1%; Tau fluor cs: -7%; GLA spleen mod: -6%; GAA glycogen mod: -12%; ALDH1A1 block: -13%

Results for CCSCc1nnc(SCC(=O)Nc2ccc(OC)cc2)n1C ?
GAA inhib: 14%; NPSR antagonist: 15%; aGlu spleen mod: -5%; Epigenetic reg: 1.1%; Tau fluor cs: 4%; GLA spleen mod: -4%; GAA glycogen mod: 10%; ALDH1A1 block: inconclusive

Quoted at random: 3 entries already listed.
How did COc1ccc(N2CCN(C(=O)CCN3C(=S)NC(C)(C)CC3C)CC2)cc1 (stereo unspecified) do in these assays?
GAA inhib: 8%; NPSR antagonist: -4%; aGlu spleen mod: 0%; Epigenetic reg: -0.1%; Tau fluor cs: -6%; GLA spleen mod: 0%; GAA glycogen mod: -8%; ALDH1A1 block: -5%

What do the screens show for `CCc1ccc(C2=NN(CCC(=O)NC(C)c3ccc4c(c3)OCCO4)C(=O)CC2)cc1` (stereo unspecified)?
GAA inhib: 6%; NPSR antagonist: -9%; aGlu spleen mod: -5%; Epigenetic reg: -0.1%; Tau fluor cs: -7%; GLA spleen mod: -6%; GAA glycogen mod: -12%; ALDH1A1 block: -13%

What do the screens show for `CCCn1c(SCC(=O)Nc2ccc(C(=O)Nc3ccccc3OC)cc2)n[nH]c1=O`?
GAA inhib: inconclusive; NPSR antagonist: -3%; aGlu spleen mod: -1%; Epigenetic reg: 4.2%; Tau fluor cs: -12%; GLA spleen mod: -5%; GAA glycogen mod: -3%; ALDH1A1 block: 2%

New compounds follow
How did CCCCOC(=O)Nc1nc(C)c(C(=O)OCC)s1 do in these assays?
GAA inhib: -3%[15.4 µM]; NPSR antagonist: -4%[46.1 µM]; aGlu spleen mod: 0%; Epigenetic reg: 1.0%; Tau fluor cs: -3%; GLA spleen mod: -6%; GAA glycogen mod: 13%; ALDH1A1 block: -1%

How did Cc1cc(C)n2nc(S(=O)(=O)N(C)c3ccccc3)nc2n1 do in these assays?
GAA inhib: -2%; NPSR antagonist: 8%[46.1 µM]; aGlu spleen mod: -1%; Epigenetic reg: -0.2%; Tau fluor cs: -8%; GLA spleen mod: 7%; GAA glycogen mod: 2%; ALDH1A1 block: -2%

How did Brc1cccc(OCCOCCn2ccnc2)c1 do in these assays?
GAA inhib: -3%; NPSR antagonist: 4%[46.1 µM]; aGlu spleen mod: 0%; Epigenetic reg: -0.1%; Tau fluor cs: -4%; GLA spleen mod: 2%; GAA glycogen mod: 2%; ALDH1A1 block: inconclusive

Results for COc1cc2[nH]c(=O)n(CCC(=O)NCCC(C)C)c(=O)c2cc1OC ?
GAA inhib: 4%; NPSR antagonist: 0%[46.1 µM]; aGlu spleen mod: -19%; Epigenetic reg: 1.4%; Tau fluor cs: -9%; GLA spleen mod: -9%; GAA glycogen mod: -2%; ALDH1A1 block: inconclusive

What do the screens show for `O=C(CSc1nc2c(c(=O)n1-c1ccc(Br)cc1)SCC2)Nc1nccs1`?
GAA inhib: 9%; NPSR antagonist: -12%[46.1 µM]; aGlu spleen mod: -2%; Epigenetic reg: 7.2%; Tau fluor cs: -4%; GLA spleen mod: 1%; GAA glycogen mod: 12%; ALDH1A1 block: 11%

Results for CSc1nc(C)c(C(=O)Nc2ccccc2)c(-c2ccco2)c1C#N ?
NPSR antagonist: -20%; aGlu spleen mod: -4%; Epigenetic reg: 0.0%; Tau fluor cs: -4%; GLA spleen mod: 9%; GAA glycogen mod: 0%

Results for O=C(Nc1ccc(F)cc1)N1CCN(CCc2ccccc2)CC1 ?
GAA inhib: 1%; NPSR antagonist: 12%; aGlu spleen mod: 3%; Epigenetic reg: 0.1%; Tau fluor cs: -2%; GLA spleen mod: 2%; GAA glycogen mod: 14%; ALDH1A1 block: 10%

What do the screens show for `COC(=O)C1=NNC(C(=O)c2ccco2)C1c1ccc(OC)cc1` (stereo unspecified)?
GAA inhib: 7%; NPSR antagonist: 9%; aGlu spleen mod: -6%; Epigenetic reg: -3.1%; Tau fluor cs: 12%; GLA spleen mod: -6%; GAA glycogen mod: -19%; ALDH1A1 block: 6%

How did O=C(c1ccco1)N1CCN(C(=S)NC2CC3CCC2C3)CC1 (stereo unspecified) do in these assays?
GAA inhib: 5%; NPSR antagonist: 1%; aGlu spleen mod: 4%; Epigenetic reg: 3.0%; Tau fluor cs: 0%; GLA spleen mod: 7%; GAA glycogen mod: 5%; ALDH1A1 block: -5%

How did CN1OC(CC(=O)O)N(c2ccc(Cl)cc2)C1=O (stereo unspecified) do in these assays?
GAA inhib: -1%; NPSR antagonist: 2%[46.1 µM]; aGlu spleen mod: -7%; Epigenetic reg: 0.1%; Tau fluor cs: -2%; GLA spleen mod: -4%; GAA glycogen mod: 1%; ALDH1A1 block: -2%

What do the screens show for `COc1ccc(-c2noc(CN(C)Cc3ccc(C)o3)n2)cc1`?
GAA inhib: -3%; NPSR antagonist: 5%; aGlu spleen mod: 6%; Epigenetic reg: 0.9%; Tau fluor cs: -9%; GLA spleen mod: 0%; GAA glycogen mod: -7%; ALDH1A1 block: inconclusive

What do the screens show for `O=C(CSc1nncs1)NC(=O)NC1CCCC1`?
GAA inhib: 8%; NPSR antagonist: 14%; aGlu spleen mod: -2%; Epigenetic reg: 3.9%; Tau fluor cs: -15%; GLA spleen mod: 5%; GAA glycogen mod: 8%; ALDH1A1 block: 4%

How did CCc1nnc(NC(=O)CN2C(=O)/C(=C/c3cc(OC)c(OC)c(OC)c3)SC2=S)s1 do in these assays?
GAA inhib: 5%; NPSR antagonist: -7%; aGlu spleen mod: 2%; Epigenetic reg: -0.1%; Tau fluor cs: inconclusive; GLA spleen mod: -1%; GAA glycogen mod: 1%; ALDH1A1 block: 1%

How did C=C[C@H](C)[C@](C)(O)c1ccccc1 do in these assays?
aGlu spleen mod: -3%; Epigenetic reg: 0.0%; Tau fluor cs: -2%; GLA spleen mod: 3%; ALDH1A1 block: 4%
